Assay outcomes (PubChem)
KCC2 mod: KCC2 cotransporter modulators, thallium flux, primary screen, cell-based, HEK293 KCC2, FluoZin-2 fluorescence, MLSMR; 190,000 tested, 2.2% active; KCC2 cells, thallium flux FluoZin-2 fluorescence; Solute carrier family 12 member 5 (Homo sapiens), Q9H2X9; B-score of Tl+ flux slope (higher = more flux/activation; lower = inhibition) at 10 µM;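 active = thallium flux slope and its plate-corrected score both differing from the plate sample mean at a set confidence after two filtering rounds, in either direction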;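 also: slope of fluorescence scaled to starting intensity during 10 to 20 s after thallium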
FXIIa inh 1536: human FXIIa protease inhibitors, primary screen, biochemical, 1536-well | Coagulation factor XII (Homo sapiens), P00748 | purified FXIIa, Boc-QGR-AMC fluorogenic substrate, 2 h | inhibition, % at 5 µM | 220,000 tested, 0.3% active | AID 800, 2007; in the data active = inhibition above about 40%;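 also: 0% = enzyme with no compound and 100% = blank without enzyme; many of its hits are not listed in these tables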
Target sequence (P00748 20-372 limits assumed): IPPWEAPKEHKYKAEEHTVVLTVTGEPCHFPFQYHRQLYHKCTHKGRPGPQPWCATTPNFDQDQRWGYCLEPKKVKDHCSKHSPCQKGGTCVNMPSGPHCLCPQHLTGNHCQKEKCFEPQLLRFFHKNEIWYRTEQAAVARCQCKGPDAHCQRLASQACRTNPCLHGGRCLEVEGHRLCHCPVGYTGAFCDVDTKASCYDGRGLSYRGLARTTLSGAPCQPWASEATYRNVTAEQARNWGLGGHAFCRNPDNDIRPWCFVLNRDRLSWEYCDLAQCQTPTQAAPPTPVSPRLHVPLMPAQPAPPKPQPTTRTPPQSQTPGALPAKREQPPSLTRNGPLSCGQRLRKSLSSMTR
Target sequence (P00748 373-615 limits assumed): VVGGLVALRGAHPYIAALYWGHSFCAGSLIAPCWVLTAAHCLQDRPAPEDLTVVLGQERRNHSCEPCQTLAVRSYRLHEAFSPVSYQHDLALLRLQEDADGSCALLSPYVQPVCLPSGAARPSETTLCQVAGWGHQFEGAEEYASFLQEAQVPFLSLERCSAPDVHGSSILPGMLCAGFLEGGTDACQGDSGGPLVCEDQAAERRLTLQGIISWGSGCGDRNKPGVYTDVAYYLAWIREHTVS
FXIa inh 1536: human FXIa protease inhibitors, primary screen, biochemical, 1536-well. Coagulation factor XI (Homo sapiens), P03951. purified FXIa, Boc-Glu-Ala-Arg-AMC fluorogenic substrate. inhibition, % at 5 µM. 220,000 tested, 0.14% active. AID 798, 2007;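 active = inhibition of at least 40%; inactive = inhibition below 40%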;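 also: fluorescence of freed AMC excited at 355 nm; 0% = enzyme without compound and 100% = no enzyme blank; many of its hits are not listed in these tables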
thrombin 1536: human alpha-thrombin inhibitors, primary screen, counter-screen for coagulation protease inhibitor project, biochemical, 1536-well, fluorogenic AMC substrate; inhibition, % at 5 µM; Boc-VPR-AMC fluorogenic substrate cleavage; 220,000 tested, 0.26% active; AID 1046, 2008;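 active = inhibition at or above 40%; inactive = inhibition below 40%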;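 also: 0% = enzyme with no compound and 100% = wells without enzyme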
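Test system: human alpha-thrombin protein / Dosing: one concentration per compound, 5 µM, with 0.2% DMSO / Medium: pH 7.5 Tris-saline with Tween 20 / Benchmarks: no-compound enzyme wells and no-enzyme blanks / Read-out basis: percent inhibition of thrombin substrate cleavage / Timing: reaction at room temperature / Measured by: fluorescence, ex 355 nm, em 460 nm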
Calpain2 inh: inhibitors of pig calpain II, primary screen, biochemical, fluorogenic peptide substrate, 1536-well; purified calpain II, 30 min; inhibition, % at 16 µM; 220,000 tested, 0.37% active; AID 1236, 2008;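 active = inhibition above about 50%, limit read from the data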
Furin inhibitor: human furin inhibitors, primary screen, biochemical, fluorescence intensity; P09958; purified furin, fluorogenic substrate cleavage; inhibition, % at 30 µM; 220,000 tested, 0.061% active; AID 463115, 2010; in the data active = inhibition above about 25%; also: inactives centre near -15
Rad51 HR inh: human RAD51 strand exchange inhibitors, primary screen, biochemical, fluorescence; DNA repair protein RAD51 homolog 1 (Homo sapiens), Q06609; hRad51 DNA strand exchange, fluorescence dequenching; inhibition, % at 10 µM; 200,000 tested, 0.085% active; AID 1385, 2008;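 active = inhibition above 40% at the single screening dose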;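 also: 0% = DMSO control wells and 100% = blanks with heterologous ssDNA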
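material = hRad51 filaments on single-stranded DNA | reagent = Donor/quencher-labelled 47-bp dsDNA substrate | compound = 10 µM final, single point | schedule = strand-exchange reaction 15 min at room temperature | measured by = fluorescein emission 520 nm, excitation 485 nm | read-out basis = % inhibition versus plate control and blank means | benchmarks = plate controls and plate blanks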
PERK inh: block of dimerizer-induced PERK translation repression, primary screen, PERK inhibitor project, CHO PERK-DD cells, SEAP luminescence, HTS | Eukaryotic translation initiation factor 2-alpha kinase 3 (Homo sapiens), Q9NZJ5 | CHO PERK-DD fusion, SEAP luminescence translation reporter | inhibition, % at 5.6 µM | 220,000 tested, 0.17% active;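 active = inhibition above the mean inhibition of all tested compounds plus 3 SD, set separately per screening campaign, cut at about 2.9% in these data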;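 also: PERK kinase domain activated by AP20187 dimerizer at 100 nM; 0% = DMSO with dimerizer and 100% = rapamycin at 8.4 µM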
hK5 inh: human KLK5 protease inhibitors, primary screen, biochemical, 1536-well; Kallikrein-5 (Homo sapiens), Q9Y337; recombinant hK5, fluorogenic AMC substrate cleavage; inhibition, % at 5 µM; 210,000 tested, 0.59% active; AID 873, 2007;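 active = inhibition of 40% or more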;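 also: 0% = enzyme controls without compound and 100% = no-enzyme blanks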
Target sequence (Q9Y337 67-293 limits assumed): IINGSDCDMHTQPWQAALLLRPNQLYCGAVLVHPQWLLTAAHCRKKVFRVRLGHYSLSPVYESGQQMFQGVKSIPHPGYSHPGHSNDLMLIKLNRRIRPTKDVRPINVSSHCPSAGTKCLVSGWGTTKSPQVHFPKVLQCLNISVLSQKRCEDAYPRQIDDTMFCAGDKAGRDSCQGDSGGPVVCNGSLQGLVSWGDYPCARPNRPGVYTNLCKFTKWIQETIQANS
The depositor's hits bear a star; . = no result given; [ ] = remark or other dose. A portion of the library; count on the stated rates, not on these rows.

SMILES	KCC2 mod	FXIIa inh 1536	FXIa inh 1536	thrombin 1536	Calpain2 inh	Furin inhibitor	Rad51 HR inh	PERK inh	hK5 inh
CCOc1cc(C2CC(=O)Nc3cc(C)c(C)cc32)ccc1O (stereo not drawn)	-0.7	7	-6	-5	-32	-13	-5	-0.8	-7
O=C(Nc1ccccc1)OC1CCCCc2cccnc21 (stereo not drawn)	-0.43	7	2	-1	-22	-24	7	-0.3	0
Cc1ccc(NNC(=S)Nc2ccc(C(C)C)cc2)c(C)c1	-0.44	6	-3	-6	37	-8	.	0.5	-17
C=CCn1c(=O)c(C(=O)NCCN(CC)CC)c(O)c2ccccc21	.	8	-2	-3	12	-16	-1	-0.4	-4
CC12CCC(C(=O)NCC3CCCO3)(OC1=O)C2(C)C (stereo not drawn)	0.61	-2	-14	-19	12	-17[20 µM]	-3	-0.8	-14
O=C(NN1C(=O)/C(=C/c2ccc(O)c([N+](=O)[O-])c2)SC1=S)c1ccccc1Cl	-0.53	.	-2	-2	5	-18	-27	-0.2	0
Cc1oc(-c2ccc3ccccc3c2)nc1CN(C)C(C)c1ccncn1 (stereo not drawn)	-1.4	12	-1	0	-71	-22	1	0.1	2
Oc1ccc(C(=S)N2CCCCC2)cc1	0.74	10	-5	-3	-7	-17[20 µM]	9	-0.9	-8
Cc1ccc(NC(=O)CN(C)C(=O)c2n[nH]c(=O)c3ccccc23)cc1	-2.4	10	7	-2	21	-18	.	-0.2	0
Cc1cccc(C)c1NC(=O)C(NC(=O)c1ccccn1)c1ccc([N+](=O)[O-])cc1 (stereo not drawn)	.	8	-8	-15	-17	-27[20 µM]	-7	0.5	-22
Cc1ccc(NC(=S)N(CCCN2CCC(C)CC2)Cc2ccco2)cc1C	-0.63	5	-1	-3	20	-11	1	1.0	-5
COc1ccc(-c2c(C(F)(F)F)oc3cc(OCC(=O)Nc4ccccc4C(F)(F)F)ccc3c2=O)cc1OC	0.24	9	2	-15	-51	-21	12	0.9	-9
CCCCCCCCNC(=O)/C(C#N)=C/c1ccc(SC)cc1	0.029	12	6	3	5	-31	21	-0.4	-2
COCCNc1oc(-c2ccccc2Cl)nc1C#N	-3.8*	4	3	3	-31	-9	-2	1.5	0
Cc1ccc(-c2c3c(=O)n(C)c(=O)n(C)c3cn2-c2ccccc2O)cc1	0.65	9	4	5	-33	-18	-8	-0.2	-15
CC(C)(C)N(Cc1ccccc1)C(=O)CSc1nc2ccccc2c(=O)[nH]1	.	8	0	-2	-17	-15[20 µM]	-3	-1.4	-17
Cc1cccc(C(=O)NC(=S)NNC(=O)c2ccc(Cl)cc2)c1	42*	15	5	-11	-14	-16	5	-0.1	-88
CCn1c(CSc2nncn2-c2ccc(OC)cc2)nc2cc(S(=O)(=O)N(C)C)ccc21	-0.2	0	3	-7	5	-12	-6	0.7	-4
Cc1ccc2c(c1)C(O)(C1COC(C)(C)CC1=O)C(=O)N2C (stereo not drawn)	0.64	12	2	-5	9	-23	-1	0.7	5
COc1ccc(Cc2nc(C(=O)Nc3ccc(Cl)cc3)cs2)cc1	.	18	-7	-11	-15	-9[20 µM]	5	-0.4	-24
CCSCc1nc2ccccn2c1Br	0.28	4	-6	-3	-29	-27	-18	1.4	-12
COc1ccc(NC(=S)NCC2CCN(c3ccc(OC)cc3)C2)cc1 (stereo not drawn)	-0.18	12	5	1	8	-12	-1	-0.3	-24
CCOC(=O)N1CCN(C(=O)CNS(=O)(=O)c2cccs2)CC1	.	-1	-2	2	19	-19	-8	0.7	-2
COc1ccc(-c2csc(/C(C#N)=C(\O)CSc3nccn3C)n2)cc1OC	-0.077	9	0	1	-63	-28	-6	1.3	-10
COCCNC(=O)CSc1nc2sc(C)c(C)c2c(=O)n1-c1ccccc1	0.056	13	4	0	-14	-19	.	0.8	6
CC(C)(C)n1nc2c(c1NC(=O)c1ccco1)CS(=O)C2 (stereo not drawn)	0.16	1	-10	-4	6	-8[20 µM]	-4	1.6	2
Cc1ccc2[nH]cc(C(=O)NCc3cccs3)c(=O)c2c1	0.23	7	8	1	-7	22[20 µM]	6	0.3	-7
CC(C)CN=c1cc(-c2ccccc2)oc2ccc(Cl)cc12	-0.92	20	2	16	-4	3[20 µM]	-15	-0.8	-1
Cc1ccc(S(=O)(=O)Nc2cc(C(C(=O)OC(C)C)C(=O)C(F)(F)F)c(O)c3ccccc23)c(C)c1 (stereo not drawn)	-1.7	2	-4	2	-62	-23	6	0.4	-8
Cc1ccc(-c2nc(Nc3cccc(C)c3)sc2CC(=O)O)cc1	-4.2*	5	1	1	23	-25	-6	1.6	-1
N/C(=N\OC(=O)c1ccc(OCC(F)(F)F)nc1)c1ccc(Cl)cc1	0.017	18	-3	4	-11	-21	-7	0.7	2
COc1cc(/C=N/NC(=O)Nc2ccccc2)ccc1OCCOc1ccccc1C	0.92	11	7	1	3	-21[20 µM]	-4	0.1	5
CC1C2C(c3ccccc3)N(C)C(=O)N(C)C2N(C)C(=O)N1C (stereo not drawn)	.	-15	-18	-5	-25	-8	-7	2.7	-17
Cc1cc(NC(=O)CSc2nnc3ccccn23)no1	0.21	9	1	-2	-10	-22	4	-0.3	4
CCCOc1ccc(N2C(=O)C3C(C(C)C)NC4(C(=O)c5ccccc5C4=O)C3C2=O)cc1 (stereo not drawn)	.	2	-4	-6	-7	-15[20 µM]	-4	1.1	-7
Cc1c(O)c(S(=O)(=O)c2ccccc2)c(=O)n(-c2ccccc2)c1-c1ccccc1	-0.87	7	0	-3	-14	-30	.	0.9	-14

A portion from further up, for reference:
SMILES	KCC2 mod	FXIIa inh 1536	FXIa inh 1536	thrombin 1536	Calpain2 inh	Furin inhibitor	Rad51 HR inh	PERK inh	hK5 inh
COc1cc(/C=N/NC(=O)Nc2ccccc2)ccc1OCCOc1ccccc1C	0.92	11	7	1	3	-21[20 µM]	-4	0.1	5
CC1C2C(c3ccccc3)N(C)C(=O)N(C)C2N(C)C(=O)N1C (stereo not drawn)	.	-15	-18	-5	-25	-8	-7	2.7	-17
Cc1cc(NC(=O)CSc2nnc3ccccn23)no1	0.21	9	1	-2	-10	-22	4	-0.3	4
CCCOc1ccc(N2C(=O)C3C(C(C)C)NC4(C(=O)c5ccccc5C4=O)C3C2=O)cc1 (stereo not drawn)	.	2	-4	-6	-7	-15[20 µM]	-4	1.1	-7
Cc1c(O)c(S(=O)(=O)c2ccccc2)c(=O)n(-c2ccccc2)c1-c1ccccc1	-0.87	7	0	-3	-14	-30	.	0.9	-14

(list continues)
SMILES	KCC2 mod	FXIIa inh 1536	FXIa inh 1536	thrombin 1536	Calpain2 inh	Furin inhibitor	Rad51 HR inh	PERK inh	hK5 inh
O=C(Nc1ccccn1)C(=O)N1CCCCC1	.	15	5	-3	15	0[20 µM]	2	0.5	-7
CCN(C(=O)CSc1nnc(-c2c[nH]c3ccccc23)o1)C1CCS(=O)(=O)C1 (stereo not drawn)	-0.73	2	-7	-7	-14	-4	20	0.8	-12
CCOc1ccc(N(C(C)=O)C2C=CS(=O)(=O)C2)cc1 (stereo not drawn)	0.13	-2	-6	-3	-8	-25	10	1.7	15
FC(F)(F)c1ccc(Cl)c(NC(=S)NC2CC2)c1	4.2*	4	-1	-4	-2	-17	-2	0.9	-12
O=C(NCCCN1CCOCC1)c1ccc(Cl)c(S(=O)(=O)N2CCCCCC2)c1	0.25	23	14	-1	-4	-22[20 µM]	0	-1.0	-8
Cc1ccc(CSC2=NCCN2C(=O)c2ccc(S(=O)(=O)N(C)C)cc2)cc1	0.44	6	-2	0	11	-11	1	0.8	-23
Cc1ccc(NC(=O)CN2CCc3ccccc3C2)cc1	0.05	9	-2	0	9	-15[20 µM]	-9	0.4	2
COc1cc2c(cc1OC)CN(Cc1cc(=O)oc3cc(C)c(C)cc13)CC2	2.6	3	-10	-4	-35	-17	15	-1.2	-4
Cc1ccc(N=C2NC(=O)c3cc([N+](=O)[O-])ccc32)cc1	0.58	4	2	3	41	-7	0	0.5	-3
CCCN1CCC(NC(=O)CCc2nnc(Cc3cc(OC)ccc3OC)o2)CC1	0.44	13	0	1	-14	-16	5	1.0	7
CC(C)n1nc(CC(=O)O)c2ccccc2c1=O	-0.15	12	5	-8	14	-4	-1	0.3	5
CC(C)(C)NC(=O)CSCc1ccc(Br)cc1	-0.28	11	3	-1	-19	-19	.	0.0	.

Ordered by the number under hK5 inh (falling): some entries from above.
SMILES | hK5 inh
CCOc1ccc(N(C(C)=O)C2C=CS(=O)(=O)C2)cc1 (stereo not drawn) | 15
CCCN1CCC(NC(=O)CCc2nnc(Cc3cc(OC)ccc3OC)o2)CC1 | 7
Cc1ccc(NC(=O)CN2CCc3ccccc3C2)cc1 | 2
Cc1ccc(N=C2NC(=O)c3cc([N+](=O)[O-])ccc32)cc1 | -3
COc1cc2c(cc1OC)CN(Cc1cc(=O)oc3cc(C)c(C)cc13)CC2 | -4
O=C(NCCCN1CCOCC1)c1ccc(Cl)c(S(=O)(=O)N2CCCCCC2)c1 | -8
Cc1ccc(CSC2=NCCN2C(=O)c2ccc(S(=O)(=O)N(C)C)cc2)cc1 | -23

Shown as a markdown table: part of the list above.
| Compound | KCC2 mod | FXIIa inh 1536 | FXIa inh 1536 | thrombin 1536 | Calpain2 inh | Furin inhibitor | Rad51 HR inh | PERK inh | hK5 inh |
| --- | --- | --- | --- | --- | --- | --- | --- | --- | --- |
| CC(C)n1nc(CC(=O)O)c2ccccc2c1=O | -0.15 | 12 | 5 | -8 | 14 | -4 | -1 | 0.3 | 5 |
| CCn1c(CSc2nncn2-c2ccc(OC)cc2)nc2cc(S(=O)(=O)N(C)C)ccc21 | -0.2 | 0 | 3 | -7 | 5 | -12 | -6 | 0.7 | -4 |
